Luciferase inh – Firefly luciferase inhibition profiling of diverse chemical library using quantitative high-throughput screening | actives 2.5% (n = 76,000) | AID 1347043, 2019 | purified P. pyralis luciferase, luminescence, biochemical | Potency, µM (doses to about 115 µM), without a hit: at the top dose activity change, negative = inhibition, hits mostly inhibitors; also: potency is read from the fitted curve at half-maximal effect; nearly all actives have a fitted effect of over 65% in size
Target sequence (P08659 whole entry, looked up): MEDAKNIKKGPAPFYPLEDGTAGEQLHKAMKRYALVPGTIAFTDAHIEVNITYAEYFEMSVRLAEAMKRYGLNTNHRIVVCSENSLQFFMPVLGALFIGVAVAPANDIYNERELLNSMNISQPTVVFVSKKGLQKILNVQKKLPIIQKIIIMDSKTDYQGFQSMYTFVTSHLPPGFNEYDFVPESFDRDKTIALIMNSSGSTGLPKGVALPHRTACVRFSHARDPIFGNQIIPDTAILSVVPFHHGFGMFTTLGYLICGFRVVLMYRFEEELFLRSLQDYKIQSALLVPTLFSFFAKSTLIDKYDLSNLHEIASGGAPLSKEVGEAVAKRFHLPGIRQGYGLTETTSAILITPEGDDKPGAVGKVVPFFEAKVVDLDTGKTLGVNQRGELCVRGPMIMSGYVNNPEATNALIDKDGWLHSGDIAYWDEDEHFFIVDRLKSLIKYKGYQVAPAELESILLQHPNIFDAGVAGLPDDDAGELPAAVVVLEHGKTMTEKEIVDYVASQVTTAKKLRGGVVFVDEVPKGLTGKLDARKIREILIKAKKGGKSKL
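Purified 10nM P. pyralis luciferase with 10uM D-luciferin and 10uM ATP in 50mM Tris acetate pH 7.5, 10mM Mg acetate, 0.01% Tween-20, 0.05% BSA. qHTS titration; luminescence read by CCD imager.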
IP6K1 inh – Primary qHTS assay for small molecule inhibitors of Inositol hexaphosphate kinase 1 (IP6K1); IP6K1 kinase, ADP-Glo luminescence, 2 h; hits give low values; activity change, % (series mostly up to about 58 µM); actives 0.81% (n = 140,000); AID 1645851, 2021; in the data active = activity change below about -25%
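ADP-Glo luminescence measures ADP made by human IP6K1 during a 2 h RT reaction with ATP/IP6 (mix at 1.3 mM/130 uM); top library doses 57.5 and 19.1 uM final.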
HEK293 viab – GF-AFC viability counterscreen for inhibitors of alpha-synuclein gene (SNCA) expression. HEK-293-SNCA-luc viability, GF-AFC fluorescence, 24 h. Potency, µM (series often up to 57.1 µM), for the others: top-dose activity change, negative = cytotoxicity, most hits filed as cytotoxic. actives 0.12% (n = 150,000);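 also: potency is read from the fitted curve at half-maximal effect; 0% = DMSO-treated cells and -100% = medium-only wells without cells; nearly all actives have a fitted effect of over 30% in size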
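HEK-293-SNCA-luc cells (1500/well) plated 24 h, then exposed 24 h to a dilution series; GF-AFC added 30 min at 37C, fluorescence 405/540 nm; normalised to medium-only and DMSO wells, Hill fit.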
HEK293 tox – Cytotoxic Profiling in HEK 293 Cell Line of Diverse Libraries Using Quantitative High-Throughput Screening. Potency, µM (series often up to 115 µM), without a hit: at the top dose activity change, negative = cytotoxicity, actives largely listed as inhibitors. AID 1345083, 2018. HEK 293 viability, ATP luminescence (CellTiter-Glo), 48-72 h. actives 6.6% (n = 94,000); also: potency is read from the fitted curve at half-maximal effect; nearly all actives have a fitted effect of over 60% in size
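CellTiter-Glo luminescence (cellular ATP) was read after 48 or 72 hr of compound exposure at 37 degree Celsius. Cells were HEK 293 plated at 250 cells/well.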
GPT2 inh – Primary qHTS assay for inhibitors of Glutamate pyruvate transaminase 2 (GPT2) | Potency, µM (titrated, usually from 57.7 µM), for inactives: top-dose activity change, negative = inhibition, usual class: inhibitors | AID 1671188, 2021 | Recombinant GPT2, coupled pyruvate oxidase/HRP Amplex Red fluorescence | actives 0.25% (n = 100,000); also: potency is read from the fitted curve at half-maximal effect; nearly all actives have a fitted effect of over 60% in size; many of its hits are not listed in these tables
Target sequence (Q8TD30 whole entry, looked up): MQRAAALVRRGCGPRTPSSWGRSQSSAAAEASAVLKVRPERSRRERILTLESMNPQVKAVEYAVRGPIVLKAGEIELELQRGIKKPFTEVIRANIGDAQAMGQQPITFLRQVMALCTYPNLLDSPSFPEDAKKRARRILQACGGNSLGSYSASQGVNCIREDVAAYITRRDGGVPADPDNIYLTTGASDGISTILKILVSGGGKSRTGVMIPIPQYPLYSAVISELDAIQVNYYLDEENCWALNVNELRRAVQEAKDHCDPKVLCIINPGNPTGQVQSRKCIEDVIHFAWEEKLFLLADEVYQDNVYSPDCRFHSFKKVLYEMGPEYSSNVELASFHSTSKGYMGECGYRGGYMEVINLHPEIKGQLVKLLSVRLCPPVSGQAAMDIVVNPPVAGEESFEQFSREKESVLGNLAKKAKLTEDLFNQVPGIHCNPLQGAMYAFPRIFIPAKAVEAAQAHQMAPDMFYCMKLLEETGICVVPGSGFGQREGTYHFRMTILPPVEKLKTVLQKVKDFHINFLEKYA
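Recombinant GPT2 (10ng/uL) with 250uM a-KG and 2mM L-alanine, 30 min at room temperature, in HEPES pH 7.5 buffer. Pyruvate detected by pyruvate oxidase/HRP/Amplex Red fluorescence after 30 min in the dark; AOA (50uM) as positive control.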
NIH3T3 tox – Cytotoxic Profiling in NIH 3T3 Cell Line of Diverse Libraries Using Quantitative High-Throughput Screening | NIH 3T3 viability, CellTiter-Glo ATP luminescence, 48-72 h | Potency, µM (series often up to 96.7 µM), for the others: at the highest dose activity change, negative = cytotoxicity, usual class: inhibitors | actives 4.3% (n = 94,000) | AID 1345082, 2018; also: potency is read from the fitted curve at half-maximal effect; nearly all actives have a fitted effect of over 55% in size
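Cytotoxicity was measured by CellTiter-Glo ATP luminescence after 48 or 72 h compound exposure at 37 °C. Mouse NIH 3T3 fibroblasts were seeded at 400 cells/well and dosed by 23 nL pin transfer.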
SNCA expr inhib – Primary qHTS assay for inhibitors of alpha-synuclein gene (SNCA) expression | AID 1671194, 2021 | HEK-293 SNCA-luciferase knock-in, luminescence, 24 h | Potency, µM (titrated, usually from 57.2 µM), inactives show at the highest dose activity change, negative = inhibition, most hits filed as inhibitors | actives 0.17% (n = 140,000);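 also: potency is read from the fitted curve at half-maximal effect; plate controls were DMSO cells for no effect and cell-free wells for full effect; nearly all actives have a fitted effect of over 45% in size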
* marks the source's active call; other numbers are inactive results; i = inactive; ? = inconclusive; / = no result given; [ ] = remark or other dose. Unless noted, calls follow the shape of the dose curve; as a rule, active = well fitted curve in the direction sought with a large enough effect; inconclusive = small, poorly fitted or top-dose-only effect, or another doubt; inactive = no such curve, though single readings can be large; an effect the other way counts as inactive or inconclusive. Unless noted, % is scaled to controls: 0 for no effect and ±100 for the full control effect. These rows are one share of the data. The share of hits here may be higher or lower than overall.

SMILES | Luciferase inh | IP6K1 inh | HEK293 viab | HEK293 tox | GPT2 inh | NIH3T3 tox | SNCA expr inhib
Cc1ccncc1C(=O)N1CCC2(CC1)c1[nH]c3ccccc3c1CCN2C | 2% | -2 | -7%[12.5 µM] | 1% | -15% | -6% | -2%
Cc1ccccc1NC(=O)Cn1c(-c2ccc(F)cc2)nc(C)c(CCO)c1=O | -9% | 1 | -19% | ? | i | -16% | 14%
Cc1ccc(C(=O)N(CC2CCN(Cc3ccccc3F)CC2)CC2CCCO2)s1 (centres undefined) | -10% | 7 | -12% | ? | -41% | -25% | ?
O=C(NCC(F)F)C1CCCN(c2nc3ncccc3o2)C1 (centres undefined) | -2%[172 µM] | 8 | -6%[87.6 µM] | -2%[172 µM] | i | i | -6%[87.6 µM]
O=C(CC1CCCN(c2cnn(CC3CC3)c(=O)c2)C1)NC1CC1 (centres undefined) | -2% | 4 | -3% | -2% | 2% | 3% | 33%[activator]
COc1cccc(CN2CCc3nc(N4CCN(C)CC4)[nH]c(=O)c3CC2)c1 | 16% | 11 | -6% | -3% | i | -10% | 12%
Cc1cccc(OC2CN(C(=O)c3ccc(CCC(C)(C)O)cc3)C2)c1 | -4% | 19 | -2% | ? | 0% | ? | -8%
O=C(NC1CC(c2nnc(CO)n2C2CC2)C1)c1cccn2cnnc12 (centres undefined) | -10% | 8 | -5% | 5% | i | -7% | 13%
N#Cc1cccnc1-c1ccc(C(=O)N2CCC(NC(=O)c3ccccc3F)CC2)cc1 | / | -4 | 7%[12.5 µM] | ? | 1% | -26% | -6%
CC(=O)Nc1cccc(-c2nnc3n2CCCC3)c1 | 3% | 30 | -5% | 24% | -7% | i | 6%
O=S(=O)(c1ccccc1)N1CC(F)(F)C[C@H]1c1nc(C2CC2)no1 | 0% | -4 | 3% | i | i | 3% | -7%
COCCNC(=O)c1ccc2nnc(-c3ccc([S+](C)(=O)[O-])cc3)n2c1 | / | -7 | 18% | -17% | i | -12% | -2%
COCCNC(=O)[C@H]1C[C@H](Oc2cccnc2)CN1C(=O)NCC(C)C | 0% | 2 | -6% | -5% | i | 5% | -39%
Cc1cc2nc(-c3ccc(NC(=O)c4ccc(OCC(C)C)cc4)cc3)oc2cc1C | / | 14 | 0% | / | / | / | 114%[activator]
CC(C)(C)OC(=O)N1CCC(c2c(C(=O)NCCc3ccsc3)cnn2-c2ccccc2Cl)CC1 | / | -15 | -21% | / | / | / | -21%
CN1CC(=O)N(c2ccc(Cl)cc2)Cc2c1ncnc2N1CCc2ccccc2C1 | -1% | -9 | 7% | ? | i | ? | 6%
COCCOC1CCOC2(CCN(C(=O)c3ccccn3)CC2)C1 (centres undefined) | -6% | -11 | 7%[12.5 µM] | 13% | i | i | -15%
CCOc1cc(CN2CCC(C(Cc3ccccc3F)N(C)C(=O)c3cccs3)CC2)ccc1O (centres undefined) | 5% | -1 | 2% | ? | 0% | -28% | -18%
CCc1ccc(NC(=O)CN2C(=O)C(c3ccccc3)=NC23CCCCCC3)cc1 | / | 14 | -15% | / | / | / | ?
Cc1noc(-c2cn(C3CCN(C(=O)c4ccc(Cl)cc4)C3)nn2)n1 (centres undefined) | 9% | 7 | -11% | -7% | 5% | -18% | -15%
CCOCCCNC(=O)c1c(NC(=O)c2nc(SC)ncc2Cl)sc2c1CCCC2 | / | 19 | 10% | / | / | / | 26%
CCOc1ccc(CNC(=O)Cn2c(=O)c3cccn3c3cccnc32)cc1 | / | -3 | 1% | / | / | / | -16%
O=C(NCc1ccc2c(c1)OCO2)c1ccc2c(c1)N(Cc1ccc(F)cc1)C(=O)c1ccccc1S2=O (centres undefined) | / | 15 | -12% | / | / | / | 10%
COc1cc2c(=O)c(C(=O)c3ccc(F)cc3)cn(Cc3cccc(F)c3)c2cc1OC | / | -14 | -13% | / | / | / | 20%
Cc1ccc2oc(C(=O)Nc3c(C(=O)c4ccc(C)c(F)c4)oc4ccccc34)cc(=O)c2c1 | / | -12 | -10% | / | / | / | -9%
Cc1ccc(C2Cn3nnc(C(=O)N4CCC(C(=O)NC5CCCCC5)CC4)c3CO2)cc1 (centres undefined) | ? | 1 | 3% | 8% | 1% | i | 55%[activator]
Cc1nn(Cc2ccccc2)c(C)c1[C@@H]1C=C[C@@H](NC(=O)NC2CCCCC2)C1 | 12%[172 µM] | 8 | -16%[87.6 µM] | ? | i | ? | 1%[87.6 µM]
CCOC(=O)c1sc(NC(=O)c2nc3nc(C)cc(C(F)F)n3n2)c(C(=O)OC)c1C | / | 8 | -9% | / | / | / | 5%
CC(C)CCNC(=O)N1CCCC(Cn2c(C3CC3)nc3cccnc32)C1 (centres undefined) | 1% | -4 | -4% | -20% | i | -10% | 30%
Cc1cccn2c(=O)c(/C=C(\C#N)c3nc4ccccc4n3C)c(Oc3ccc(Cl)cc3)nc12 | / | -12 | 16% | / | / | / | 5%
COc1ccc(CN2C(=O)[C@@H]3C[C@@H](O)CN3C3(CN(Cc4cnc5ccccc5c4)C3)C2=O)cc1 | 0% | -10 | -9% | i | 3% | -1% | -3%
CCn1ncc(NC(=O)Cn2ncc3cc(-c4ccc(C(=O)N(C)C)cc4)ccc32)n1 | 6.3µM* | -5 | -16% | 45µM* | ? | -21% | 23%
COC1CCN(CC2CCCCCN2C(=O)c2ccccc2)CC1 (centres undefined) | 7% | -18 | -5% | 0% | i | -18% | -16%
CCOc1ccccc1C(=O)N1CCC(Oc2nccnc2N(C)C)C1 (centres undefined) | 32µM* | 22 | 7% | ? | i | -5% | 222%[activator]
COc1ccc(-c2cc3nc(C)c(CCC(=O)N4CCN(c5cccc(Cl)c5)CC4)c(C)n3n2)c(OC)c1 | / | 17 | -29% | / | / | / | 7%
COc1cc(CNC(=O)c2cc(-c3ccccc3)n[nH]2)cc(OC)c1OC | / | -17 | -14% | / | / | / | 30%
Cc1cc(C)n2nc(C(=O)N[C@H](c3ccccn3)C3CC(O)C3)nc2n1 (some centres undefined) | -5% | 7 | 7% | i | 4% | i | 5%
CC(C)C(=O)N1Cc2ccccc2CC2(CCCN(C)C2)C1 (centres undefined) | / | -7 | -5% | ? | i | ? | -35%
CCC(C)C(=O)Oc1cc(C)ccc1C1(COC(=O)C(C)C)CO1 (centres undefined) | / | 13 | -4% | / | i | / | /
O=C(Nc1ccccc1)N1CCC(N2CC(OCC3CC3)C23CCOCC3)CC1 (centres undefined) | -20% | 29 | -13% | -6% | i | -6% | 42%
Cc1cccc(NC(=O)Cn2c(=O)n(CC3CCC(C(=O)NCCc4ccccc4)CC3)c(=O)c3ccccc32)c1 (centres undefined) | / | -10 | -9% | / | / | / | -5%
COc1ccccc1Nc1ccnc(N2CCN(C(=O)Cc3cccc(Cl)c3)CC2)n1 | / | -9 | ? | 45µM* | 3% | ? | ?
COc1cc2c(cc1O)CC[C@@H]1[C@@H]2CC[C@]2(C)[C@@H](O)CC[C@@H]12 | / | / | -27% | / | ? | / | -10%
CN1C(=O)CC(c2ccccc2)C1=O (centres undefined) | / | 10 | 2%[23.9 µM] | / | i | / | -33%[25.6 µM]
Cc1ccc(O[C@H]2CCOC[C@H]2NC(=O)c2cc(C#N)cn2C)cn1 | 2% | -2 | -9% | i | i | -13% | -13%
Cc1ccsc1-c1[nH]nc2ncc(-c3ccccc3F)nc12 | -15%[172 µM] | 17 | -8%[87.6 µM] | 71µM* | -5%[88.5 µM] | ? | -8%[87.6 µM]
O=C(NCc1ccco1)[C@@H]1Cc2nc[nH]c2CN1Cc1ccc(C(F)(F)F)cc1 | -6%[172 µM] | 2 | 19%[87.6 µM] | ? | -7%[88.5 µM] | ? | -13%[87.6 µM]
COC1CCOC2(CCN(C(=O)CCc3ccccc3)CC2)C1 (centres undefined) | -10% | 1 | 0%[12.5 µM] | -13% | -3% | -4% | -29%

A few values from the entries so far:
For HEK293 viab, CN1C(=O)CC(c2ccccc2)C1=O (centres undefined) has 2%[23.9 µM]
For HEK293 viab, CC(C)CCNC(=O)N1CCCC(Cn2c(C3CC3)nc3cccnc32)C1 (centres undefined) has -4%
For IP6K1 inh, CCC(C)C(=O)Oc1cc(C)ccc1C1(COC(=O)C(C)C)CO1 (centres undefined) has 13
For HEK293 tox, COc1cccc(CN2CCc3nc(N4CCN(C)CC4)[nH]c(=O)c3CC2)c1 has -3%

The listing continues:
SMILES | Luciferase inh | IP6K1 inh | HEK293 viab | HEK293 tox | GPT2 inh | NIH3T3 tox | SNCA expr inhib
Cc1ccc(OCC(=O)N2CC3CC(C2)[C@H]2CCCC(=O)N2C3)cc1 (some centres undefined) | -6% | 19 | 1% | 18% | 4% | i | 1%
O=C(Nc1ccc2ncnc(N3CCCCC3)c2c1)c1ccc(F)cc1 | -10% | 32 | -25% | ? | i | ? | 5%
O=C(NCc1ccc(F)cc1)C1CCCN(c2ncnc3onc(-c4ccc(F)cc4)c23)C1 (centres undefined) | / | -13 | 4% | / | / | / | -1%
Cc1cc(Nc2cc(Cl)ccc2C)n2nc(-c3ccccc3)nc2n1 | / | 23 | 12% | / | / | / | 26%
CC(=O)c1ccc(S(=O)(=O)N2CCn3cccc3C2c2ccccc2F)cc1 (centres undefined) | / | -7 | 8% | / | / | / | 5%
COCCNC(=O)[C@@H]1C[C@@H](O)CN1C1CCN(C(=O)c2ccccc2OC)CC1 | 0% | 8 | 10% | -11% | -1% | -14% | -12%
CC(C)C[C@H](CO)NC(=O)C[C@@H]1c2nc(-c3cccnc3)sc2C[C@@H]2[C@](C)(CO)[C@H](O)CC[C@]21C | -6% | -12 | -5% | 3% | 4% | ? | 6%
CC1(C)[C@H]2CC[C@@H](CNC(=O)c3cccc4[nH]ccc34)[C@@H]1C2 | -11%[172 µM] | 9 | 0%[87.6 µM] | ? | -8%[88.5 µM] | ? | -27%[87.6 µM]

As a short view, 2 of the compounds above.
SMILES | Luciferase inh | IP6K1 inh | HEK293 viab | HEK293 tox | GPT2 inh | NIH3T3 tox | SNCA expr inhib
Cc1cc(Nc2cc(Cl)ccc2C)n2nc(-c3ccccc3)nc2n1 | / | 23 | 12% | / | / | / | 26%
CC(=O)c1ccc(S(=O)(=O)N2CCn3cccc3C2c2ccccc2F)cc1 (centres undefined) | / | -7 | 8% | / | / | / | 5%

Screening results deposited in PubChem BioAssay by National Center for Advancing Translational Sciences (NCATS).
